Bioassay records (PubChem BioAssay)
GLP1R ag: qHTS of GLP-1 Receptor Agonists | Glucagon-like peptide 1 receptor (Homo sapiens), P43220 | HEK293 GLP-1R CRE-luciferase, luminescence, 4-6 h; cells express a hypersensitive GLP-1R form | Potency, µM (titrated, usually from 45.6 µM), inactives show at the highest dose activation, hits mostly activators | actives 0.007% (n = 380,000); further: potency means the concentration at half of the fitted maximal effect; % of control where 0% means no effect
Target sequence (P43220 whole entry, looked up): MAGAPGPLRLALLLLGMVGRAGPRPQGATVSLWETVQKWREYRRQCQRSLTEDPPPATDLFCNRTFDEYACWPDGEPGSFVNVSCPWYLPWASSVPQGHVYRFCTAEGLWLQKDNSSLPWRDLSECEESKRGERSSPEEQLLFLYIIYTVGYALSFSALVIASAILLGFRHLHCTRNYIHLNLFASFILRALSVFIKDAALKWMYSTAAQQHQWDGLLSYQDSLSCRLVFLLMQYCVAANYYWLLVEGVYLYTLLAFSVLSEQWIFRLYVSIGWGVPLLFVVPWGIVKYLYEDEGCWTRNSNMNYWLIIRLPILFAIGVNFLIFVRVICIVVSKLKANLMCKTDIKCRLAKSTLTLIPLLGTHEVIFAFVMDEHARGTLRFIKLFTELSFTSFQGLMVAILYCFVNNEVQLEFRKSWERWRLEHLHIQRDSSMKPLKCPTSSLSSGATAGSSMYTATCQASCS
KB-3-1 tox: qHTS assay for MDR1-selective chemotherapeutics: Primary screen using the parental adenocarcinoma cell KB-3-1. AID 1347075, 2019. actives 1.4% (n = 400,000). Potency, µM (highest dose often 46.1 µM), for inactives: at the top dose activity change, negative = cytotoxic, actives largely listed as cytotoxic. KB-3-1 viability, CellTiter-Glo ATP luminescence, 72 h; further: potency means the concentration at half of the fitted maximal effect; on the % scale 0 is the no-effect control and ±100 the full control effect; nearly all actives have a fitted effect of over 60% in size
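Multi-concentration cytotoxicity screen in KB-3-1 cells grown in DMEM lacking phenol red with 10% FBS. After 72 h at 37 °C with compound, ATP-dependent luminescence was recorded.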
HT1080NT lethal: qHTS for induction of synthetic lethality in tumor cells producing 2HG: qHTS for the HT-1080-NT fibrosarcoma cell line | actives 1.6% (n = 360,000) | Potency, µM (series often up to 46.1 µM), for the others: at the highest dose activity, negative = less viability, most hits filed as cytotoxic | HT-1080-NT fibrosarcoma viability, CellTiter-Glo ATP luminescence, 48 h;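 further: NT is the 2HG producing partner of a matched IDH1 knockdown line; potency means the concentration at half of the fitted maximal effect; 0% = DMSO-treated cells and -100% = media-only wells without cells; nearly all actives have a fitted effect of over 55% in size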
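Compounds were tested in concentration-response format on HT-1080-NT cells for 48 hours at 37 degrees C. Cell viability came from CellTiter-Glo luminescence; curves were classified by r2, response magnitude and activity.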
SW480 rereplic: A quantitative high throughput screen for small molecules that induce DNA re-replication in SW480 colon adenocarcinoma cells; SW480 DNA re-replication, Hoechst DNA content imaging, 48 h; Potency, µM (top dose mostly 46.1 µM), without a hit: at the highest dose re-replication activation, most hits filed as activators; actives 1.8% (n = 340,000); AID 624297, 2012; further: potency means the concentration at half of the fitted maximal effect; % of control where 0% means no effect; nearly all actives have a fitted effect of over 55% in size
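Per well, 250 cells were exposed to pinned compound for 48 hr. Nuclear DNA was visualised with Hoechst (40 min, 37 C) and total object intensity recorded by fluorescence scanning.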
IL1B secr inh: qHTS for Inhibitors of Inflammasome Signaling: IL-1-beta AlphaLISA Primary Screen. AID 743279, 2014. actives 4.7% (n = 360,000). activity change, % at 57.5 µM. THP-1 LPS/ATP IL-1B secretion, AlphaLISA, 16 h; active compounds read low; in the data active means activity change below about -50%; inconclusive means mostly about -30% to -49%; further: on the % scale 0 is the no-effect control and ±100 the full control effect
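Secreted IL-1B measured by AlphaLISA bead assay after 16 h compound exposure of THP-1 cells; compounds (final up to 57.5 uM) added 1 h before LPS (250 ng/mL) and ATP (1.25 mM) stimulation; lower signal means less secretion.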
HT1080 IDH1KD tx: qHTS for induction of synthetic lethality in tumor cells producing 2HG: qHTS for the HT-1080-IDH1KD cell line | HT-1080 IDH1 knockdown viability, ATP luminescence, 48 h | Potency, µM (series often up to 46.1 µM), for the others: top-dose activity, negative = toxicity, actives largely listed as cytotoxic | actives 2% (n = 360,000);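 further: potency means the concentration at half of the fitted maximal effect; 0% = DMSO wells and -100% = cell-free medium wells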
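In this qHTS, HT-1080 cells depleted of IDH1 are exposed for 48 h at 37 °C to compound titrations. Toxicity is scored from CellTiter-Glo luminescence, with DMSO as full viability and medium alone as none.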
D3 ag: qHTS of D3 Dopamine Receptor Agonist: qHTS; D(3) dopamine receptor (Homo sapiens), P35462; D3R DiscoveRx beta-arrestin cells, luminescence, 90 min; max activation, %; actives 0.58% (n = 410,000); AID 652048, 2013; in the data active means max activation above about 30%; further: 0% is about no effect; mostly tested at two doses, the higher about 12 µM
Target sequence (P35462 whole entry, looked up): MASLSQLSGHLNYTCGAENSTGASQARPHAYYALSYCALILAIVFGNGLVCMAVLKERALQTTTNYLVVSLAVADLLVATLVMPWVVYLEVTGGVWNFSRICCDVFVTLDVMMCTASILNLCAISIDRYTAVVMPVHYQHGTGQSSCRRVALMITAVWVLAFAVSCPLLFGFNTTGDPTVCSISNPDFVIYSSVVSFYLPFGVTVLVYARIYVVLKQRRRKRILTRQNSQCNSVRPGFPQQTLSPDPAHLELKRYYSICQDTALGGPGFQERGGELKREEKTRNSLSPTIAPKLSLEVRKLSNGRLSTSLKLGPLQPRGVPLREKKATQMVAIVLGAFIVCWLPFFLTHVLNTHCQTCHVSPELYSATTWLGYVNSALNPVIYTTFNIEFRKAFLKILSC
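Cells at 1500/well, incubated overnight, then treated with pinned compounds (dopamine as control) for 90 min at 37 degrees C. DiscoveRx reagent added for 30 - 60 minutes at room temperature; luminescence read.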
DRD3 antagonist: qHTS of D3 Dopamine Receptor Antagonist: qHTS | D(3) dopamine receptor (Homo sapiens), P35462 | D3R cells, DiscoveRx beta-arrestin luminescence, antagonist mode; active compounds read low | max response, negative = inhibition, % | actives 2.5% (n = 360,000); in the data active means max response below about -50%; inconclusive means no clear call, values can overlap the other calls; further: on the % scale 0 is the no-effect control and ±100 the full control effect; mostly tested at two doses, the higher about 12 µM
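Cells plated overnight at 1500 cells/well, then exposed to library compounds with dopamine controls for 90 minutes at 37 degrees C. DiscoveRx reagent added for 30–60 minutes at room temperature; luminescence read, quantitative HTS format.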
KB-V1 MDR tox: qHTS assay for MDR1-selective chemotherapeutics: Primary screen using the drug-selected MDR subline cells KB-V1. KB-V1 MDR cells viability, CellTiter-Glo, 72 h. Potency, µM (titrated, usually from 46.1 µM), for the others: at the top dose activity change, negative = cytotoxicity, usual class: cytotoxic. actives 3.4% (n = 400,000); further: potency means the concentration at half of the fitted maximal effect; on the % scale 0 is the no-effect control and ±100 the full control effect; nearly all actives have a fitted effect of over 60% in size
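In this primary screen, KB-V1 cells overexpressing P-gp are incubated with library compounds (lowest to highest concentration) for 72 h at 37 degrees C before a luminescent ATP viability read.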
An asterisk follows results filed as active; ? = inconclusive; . = not tested or not shown; & = joins results of further samples; [ ] = dose if it differs, or a comment. Unless noted, the call rests on the fitted dose curve; in most records, active means well fitted curve in the direction sought with a large enough effect; inconclusive means small, poorly fitted or top-dose-only effect, or another doubt; inactive means no such curve, though single readings can be large; an effect the other way counts as inactive or inconclusive.

SMILES,KB-V1 MDR tox,HT1080 IDH1KD tx,HT1080NT lethal,KB-3-1 tox,D3 ag,DRD3 antagonist,GLP1R ag,SW480 rereplic,IL1B secr inh
CC(C)CC(=O)Nc1ccc(C(=O)NNC(=O)C(c2ccccc2)c2ccccc2)cc1,-1%,-11%,-7%,-1%,0,5,4%,-4%,-12
CCOC(=O)Cc1csc(NC(=S)NC(=O)c2cc(OC)cc(OC)c2)n1,-14%,-9%,3%,1%,-14,-21,-4%,-7%,12
COC(=O)c1ccc(Cn2cc(Cl)cn2)cc1,1%,2%,-4%,2%,-1,-11,0%,-6%,?
COc1cc(C(c2oc(CO)cc(=O)c2O)c2oc(CO)cc(=O)c2O)cc(OC)c1OC,6%,13%,6%,1%,1,9,5%,-50%[inhibitor],-13
CCOc1ccc(NC(=S)N(CCc2c(C)[nH]c3ccccc23)Cc2ccco2)cc1,-11%,-25%,-24%,-22%,-10,?,2%,?,?
CCCCCCCOC(=O)C1=C(C)Nc2ncnn2C1c1cccs1 (stereo not drawn),?,-15%,-19%,-10%,-1,27,-7%,1%,-11
Cc1cc(N2CCOCC2)nc(N)n1,-7%,-8%,-5%,2%,2,4,4%,29%,-11
O=C(O)Cc1ccc(NCc2ccccc2Cl)cc1,-5%,4%,2%,-2%,-7,6,6%,-1%,-13
COc1ccc(OCC(=O)N2CCN(C(=O)c3cccc(F)c3)CC2)cc1,-2%,-1%,-1%,-3%,-3,-18,0%,-8%,-7
O=C(/C=C/c1ccc([N+](=O)[O-])cc1)OCC(=O)N1CCCCCC1,0%,-21%,-9%,-6%,0,-5,3%,9%,-12
CC(C)Oc1ccccc1C1C=C(C(=O)O)Nc2ncnn21 (stereo not drawn),-11%,.,.,?,3,.,2%,.,.
O=C(CCCN1C(=O)c2cccc3cccc(c23)C1=O)Nc1nccs1,-8%,8%,16%,20%,-10,2,-1%,0%,-26

(next part)
SMILES,KB-V1 MDR tox,HT1080 IDH1KD tx,HT1080NT lethal,KB-3-1 tox,D3 ag,DRD3 antagonist,GLP1R ag,SW480 rereplic,IL1B secr inh
CC(C)C[C@H](NC(=O)c1[nH]cnc1C(=O)N[C@@H](C)c1ccccc1)C(=O)OCc1ccccc1,?,?,?,0%,-30,-23,-1%,-8%,24
Cc1cc(CO)nn1-c1ccc([N+](=O)[O-])cc1,5%,0%,9%,-5%,2,2,4%,-1%,-7
COc1cccc(NC(=O)C2(C)CCN2Cc2ccccc2Cl)c1 (stereo not drawn),-12%,0%,-23%,?,-7,9,5%,.,-12
CCNC(=O)NC(=O)CSc1ccc(S(=O)(=O)N2CCOCC2)cn1,?,5%,0%,1%,5,-1,-2%,?,5
CCOC(=O)C1(C)C=C(Nc2cccc(C(=O)O)c2)C(=O)N1c1cccc(C(=O)O)c1 (stereo not drawn),?,.,.,5%,-1,.,0%,.,.
Cc1ccc(/C=C/C(=O)Nc2ccc(O)c3c(=O)cc(-c4ccccc4Cl)oc23)cc1,0%,12%,11%,2%,23,30,11%,2%,2
CC1=C(C(=O)Nc2cc(C)ccn2)C(c2cnn(C)c2)C2=C(CC(c3ccccc3)CC2=O)N1 (stereo not drawn),2%,-2%,-4%,-3%,-7,38,12%,4%,0
Nc1nc(CCOc2ccc(F)cc2)cs1,-8%,-1%,16%,-2%,1,-16,8%,20%,-5
C[n+]1nc(Nc2ccccc2)sc1-c1ccc(O)cc1,-13%,3%,?,5%,-1,-12,0%,-4%,-15
OC1CCN(Cc2cccc3ccccc23)CC1,0%,8%,9%,-4%,-11,-22,-7%,-10%,-8
N#Cc1cccc(NC(=O)CC2CCCC2)c1,22%,-5%,-4%,-1%,1,3,10%,-11%,21
O=C(Nc1cccc(-c2ccc(N3CCOCC3)nn2)c1)c1ccccc1Cl,?,5%,-4%,12%,-3,3,22%,-2%,-9

Additional entries.
SMILES,KB-V1 MDR tox,HT1080 IDH1KD tx,HT1080NT lethal,KB-3-1 tox,D3 ag,DRD3 antagonist,GLP1R ag,SW480 rereplic,IL1B secr inh
CC(CC(=O)Nc1ccc(-c2ccno2)cc1)n1cccn1 (stereo not drawn),?,8%,3%,-6%,-3,11,6%,-10%,-7
CCNC(=O)C1(C)CCCN(C(=O)c2ccc3ccccc3n2)C1 (stereo not drawn),5%,15%,19%,0%,-5,0,1%,.,-16
CCOCCCNC(=O)C(Cc1ccccc1)NS(=O)(=O)c1ccc2c(c1)c(=O)n(C)c(=O)n2C (stereo not drawn),?,-1%,15%,9%&-2%,-4&3,-13,20%&-1%,5%,2
CC[C@@H]1C=C(C(=O)O)[C@H](c2ccc(Cl)cc2)N1S(=O)(=O)c1ccc(C)cc1,0%,-13%,0%,0%,8,11,-2%,2%,21
COc1ccc(C(=O)CN(Cc2ccccc2)C2=NCCS2)cc1,-16%,-2%,-1%,11%,-38,0,0%,1%,-23
N#C/C(=C\c1cccnc1)c1nc2ccccc2[nH]1,23µM*,?,?,?,-19,-12,0%,?,17
O=C(Cc1coc(-c2ccc(F)cc2)n1)NC1CCCCC1,1%,9%,7%,0%,-8,4,0%,-7%,-2
Cc1cc2c(cc1S(=O)(=O)N1CCN(c3ccccc3F)CC1)OCC(=O)N2,1%,17%,12%,12%,-4,-5,-12%,-6%,8
COc1ccc(NC(=O)c2c(C)nn(Cc3ccccc3)c2Cl)cc1S(=O)(=O)N1CCOCC1,5%,-9%,-11%,0%,2,-2,-5%,14%,1
COc1cc(CN2CCC(n3nccc3NC(=O)CCCc3ccccc3)CC2)ccc1O,1%,-12%,-21%,-5%,-18,-15,4%,-4%,0
O=C(CCSc1nc(-c2ccco2)cc(C(F)(F)F)n1)N1CCN(c2ccccc2)CC1,?,-10%,-19%,-4%,11,41,-1%,2%,-2
Cc1cc(Nc2ccccc2)n(CCC#N)n1,17%,4%,2%,0%,0,-14,-2%,-3%[9.22 µM],-10

(listing goes on)
SMILES,KB-V1 MDR tox,HT1080 IDH1KD tx,HT1080NT lethal,KB-3-1 tox,D3 ag,DRD3 antagonist,GLP1R ag,SW480 rereplic,IL1B secr inh
CC1(C)Cc2c(sc3nc4n(-c5ccccc5)cnn4c(=O)c23)CO1,21%,9%,11%,?,6,12,1%,-11%,5
CCOC(=O)CC1C(=O)NCCN1S(=O)(=O)c1ccccc1 (stereo not drawn),-13%,11%,7%,-8%,30,6,12%,0%,-5
Cc1nn2c(C)c(C(=O)Nc3ccccc3)cnc2c1C#N,-2%,0%,-1%,14%,-3,9,2%,-19%,12
O=C(COC(=O)c1cccc(-n2cnnn2)c1)c1ccc(F)c(F)c1,23%,7%,5%,6%,-1,-15,1%,.,25
COc1ccc(/C=N/NC(=O)c2cccc(NC(C)=O)c2)c(C(=O)O)c1OC,6%,19%,18%,8%,-8,-1,12%,1%,-5
Cc1ccc([C@H]2C[C@@H](O)[C@H](n3cc(-c4ccc(F)cc4)nn3)CN2Cc2cccs2)cc1,-1%,11%,-8%,-4%,-1,-3,-6%,.,-15
O=C(O)CCC(=O)Nc1ccccc1C(=O)NC1CCCCC1,-2%,7%[9.24 µM],24%,4%,-2,2,-1%,-8%,4
O=C(O)c1cnn2c1NC(c1ccc(F)cc1)CC2C(F)(F)F (stereo not drawn),22%,-1%,-2%,-1%,-1,-24,-4%,-1%,17
Cc1cc(Cl)ccc1NC(=O)CCCN1C(=O)CCC1=O,-2%,15%,6%,4%,5,-13,3%,-9%,1
CCN(CC)CCCNC1CCS(=O)(=O)C1 (stereo not drawn),?,5%,-1%,0%,8,13,-2%,-5%,13
CCOc1ccc(N2C(=O)C(CC(=O)Nc3ccccc3)N(Cc3ccccn3)C2=S)cc1 (stereo not drawn),?,?,-26%,-19%,-5,13,-1%,?,-7
CCOC1=NC(=C(c2ccccc2)c2ccccc2)OC1=O,9%,5%,0%,2%,-16,-27,3%,-16%,-3

Continued (2 carried over from the part before).
SMILES,KB-V1 MDR tox,HT1080 IDH1KD tx,HT1080NT lethal,KB-3-1 tox,D3 ag,DRD3 antagonist,GLP1R ag,SW480 rereplic,IL1B secr inh
CCOc1ccc(N2C(=O)C(CC(=O)Nc3ccccc3)N(Cc3ccccn3)C2=S)cc1 (stereo not drawn),?,?,-26%,-19%,-5,13,-1%,?,-7
CCOC1=NC(=C(c2ccccc2)c2ccccc2)OC1=O,9%,5%,0%,2%,-16,-27,3%,-16%,-3
CCCCCCCCNS(=O)(=O)CCNC1CCCCC1,-1%,-10%,-8%,2%,-35,-69*,7%,-37%[inhibitor],-65*
O=C(CN1C(=O)CSC1=O)Nc1ccc(N2CCOCC2)cc1,2%,5%,3%,-12%,-2,12,-1%,-5%,-3
CC(=O)c1cccc(NC(=O)c2ccc(OC3CSC3)cc2)c1,?,2%,12%,-3%,5,0,18%,.,8
Cc1ccc(C)c(N2CCN(S(=O)(=O)c3c(C)noc3/C=C/N(C)C)CC2)c1,?,5%,-7%,?,3,3,-15%,4%,-16
